# Pf growth 48h = Primary qHTS for delayed death inhibitors of the malarial parasite plastid, 48 hour incubation; Potency, µM (highest dose often 28.7 µM), for inactives: top-dose activity change, negative = inhibition, usual class: inhibitors; AID 504832, 2011; P. falciparum luciferase growth in erythrocytes, 48 h; actives 5.9% (n = 310,000); note: potency is the fitted concentration of half-maximal effect; % is set by controls: 0 for no effect and ±100 for the full control effect
#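 Read-out is firefly luciferase luminescence from an integrated reporter in P. falciparum, so falling signal marks reduced parasite growth. Infected erythrocytes were at 2% hematocrit and 0.1% parasitemia (final) in Albumax-supplemented RPMI 1640.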
# Pf growth 96h = Primary qHTS for delayed death inhibitors of the malarial parasite plastid, 96 hour incubation | Potency, µM (series often up to 28.7 µM), for the others: at the top dose activity change, negative = inhibition, actives largely listed as inhibitors | AID 504834, 2011 | actives 6.9% (n = 320,000) | P. falciparum luciferase reporter growth, 96 h; note: potency is the fitted concentration of half-maximal effect; % is set by controls: 0 for no effect and ±100 for the full control effect
#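 Erythrocytes infected with luciferase-expressing P. falciparum were dispensed at 2% hematocrit and 0.05% parasitemia (final), then incubated with compounds 96 hours at 37 C in 5% CO2. Luminescence after detection reagent addition reported growth.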
# HCV inhibitor = qHTS Assay for Inhibitors of Hepatitis C Virus (HCV); Potency, µM (series often up to 41.8 µM), without a hit: at the highest dose activity change, negative = inhibition, most hits filed as inhibitors; actives 3.4% (n = 340,000); Huh7.5.1 HCVcc-Cre infection, luciferase reporter, 44 h; note: potency is the fitted concentration of half-maximal effect; % is set by controls: 0 for no effect and ±100 for the full control effect
#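 Reporter virus HCVcc-Cre (~0.5 moi) infects cells exposed to compound; seeding density 1,000 cells/well with 4 h settling beforehand. Luminescence, 15 sec read, taken 44 h post-infection following a 15 min RT substrate incubation.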
# Giardia FBPA inh = qHTS Assay for Inhibitors of Fructose-1,6-bisphosphate Aldolase from Giardia Lamblia; purified Giardia FBPA; Potency, µM (titrated, usually from 59.6 µM), without a hit: at the top dose activity, negative = inhibition, hits mostly inhibitors; actives 0.71% (n = 290,000); AID 2451, 2010; note: potency is the fitted concentration of half-maximal effect; % is set by controls: 0 for no effect and ±100 for the full control effect; nearly all actives have a fitted effect of over 55% in size
# Target sequence (A8B2U2 whole entry, looked up): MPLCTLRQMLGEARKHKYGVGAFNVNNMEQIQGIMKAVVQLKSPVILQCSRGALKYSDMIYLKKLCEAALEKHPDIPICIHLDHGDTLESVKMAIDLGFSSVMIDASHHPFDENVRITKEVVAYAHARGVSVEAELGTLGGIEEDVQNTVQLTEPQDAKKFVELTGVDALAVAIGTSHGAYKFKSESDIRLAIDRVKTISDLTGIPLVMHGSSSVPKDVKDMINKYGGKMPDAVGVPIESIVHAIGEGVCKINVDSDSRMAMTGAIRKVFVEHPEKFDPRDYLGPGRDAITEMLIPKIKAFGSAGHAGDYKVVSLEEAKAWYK
#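 40 nM FBPA preincubated 10 min at RT with compound (up to 57.5 uM final), then substrate plus GAPDH/TPI/NAD/arsenate coupling and diaphorase/resazurin added. Fluorescence read after 20 min at RT, 525/598 nm.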
# Shiga inhibitor = A qHTS for Small Molecule Inhibitors of Shiga Toxin; inhibition, % at 38.7 µM; actives 9.2% (n = 290,000); Vero cells, Shiga toxin protein synthesis inhibition reporter; AID 2315, 2010; in the data active = inhibition mostly above about 28%, no sharp cut-off; inactive = mostly below about 43%; note: 0% is about no effect
# Cycloheximide cs = Cycloheximide Counterscreen for Small Molecule Inhibitors of Shiga Toxin | cell reporter, cycloheximide protein synthesis inhibition counterscreen | actives 12% (n = 300,000) | max response, % | AID 2314, 2010; in the data active = max response mostly above about 13%, no sharp cut-off; inactive = mostly below about 14%; note: read at 38.3 µM for the half of the compounds with a filed dose; 0% is about no effect
# * hit, by the source's call; ? = inconclusive; nt = not tested or not shown; & = joins results of further samples; [ ] = remark or other dose. Unless noted, calls come from the whole dose curve; as a rule, active = well fitted curve in the direction sought with a large enough effect; inconclusive = small, poorly fitted or top-dose-only effect, or another doubt; inactive = no such curve, though single readings can be large; an effect the other way counts as inactive or inconclusive.
SMILES,Pf growth 48h,Pf growth 96h,HCV inhibitor,Giardia FBPA inh,Shiga inhibitor,Cycloheximide cs
O=C(NCCC1=CCCCC1)c1ccc(Cl)c(S(=O)(=O)Nc2ccccc2)c1,?,?,-63%,14%,-7,10
CC(C)N(Cc1nnc(-c2ccc(Cl)cc2)o1)C(=O)c1cc2ccccc2o1,2%,?,9%,nt,nt,nt
CCOC(=O)c1c(NC(=O)CNC2CCCc3ccccc32)sc(C(N)=O)c1C (stereo unspecified),-19%,?,-25%,8%,-9,10
CCC(=O)c1cn(CCOc2ccccc2OC)c2ccccc12,?,13µM*,8.9µM*,-4%,nt,4
COc1ccc(CNS(=O)(=O)c2ccc(-c3cnc(C4CC4)o3)cc2)cc1,5%,10µM*,?,nt,-5,-1
Cc1cc(NC(=O)COC(=O)c2ccc(OC(F)(F)F)cc2)no1,-27%,-27%,19%,nt,nt,nt
CCS(=O)(=O)Nc1cccc(-c2cc(-c3ccccc3)c3cc(C)ccc3n2)c1,-16%,?,?,3%,12,-1
Cc1ccc(-c2ccc(=O)n(CC(=O)NCCC(C)C)n2)cc1,5%,27%,1%,7%,-2,-2
Cc1ccc(CC(CC(=O)O)C(=O)NCc2ccccc2)cc1 (stereo unspecified),6%,-15%,0%,4%,-6,-4
COc1cccc(CNc2ccc3[nH]c(=O)[nH]c3c2)c1OCc1ccc(F)cc1,-18%,?,-22%,-8%,-4,-4
CCCc1nnc(SCc2ccc(C(=O)OC)o2)n1N,10%,29%,-5%,-9%,4,1
Cc1cc(C(=O)N/N=C/c2cc(Br)cc([N+](=O)[O-])c2O)c2ccccc2n1,5%,-16%,12%,?,-4,-1
CC1CCC(NC(=O)CN2C(=O)NC3(CCCCCC3)C2=O)CC1 (stereo unspecified),7%,6%,-7%,nt,nt,nt
CCOC(=O)c1ccc(-n2c(CC)nc3ccccc3c2=O)cc1,8%,12%,nt,0%,-4,7
Cc1nc(NC(=O)COC(=O)C(C)NC(=O)c2ccccc2)c(Cl)cc1Cl (stereo unspecified),-7%,-17%,11%,nt,nt,nt
Cc1[nH]c2ccc(C(=O)NCCCN3CCOCC3)cc2c1C,13%,?,6%,nt,-6,2
COC(=O)c1cnn(-c2ccccc2)c1/C=N/NC(=S)Nc1ccccc1,-89%,11%,-24%,-5%,15,-2
CCOC(=O)Cn1c(=O)oc2cc(S(=O)(=O)Nc3c(C)cc(C)cc3C)ccc21,nt,0%,-18%,-5%,-10,-6
Cc1cc(Cl)c(S(=O)(=O)NC(C(=O)O)c2ccccc2)cc1OCC(N)=O (stereo unspecified),5%,3%,6%,3%,-10,0
O=C(OCCc1cc2ccccc2c(=O)o1)c1ccco1,22%,-7%,5%,nt,nt,nt
O=C(NCCCN1CCCC1=O)c1cccc(S(=O)(=O)N2CCN(c3ccc(F)cc3)CC2)c1,?,?,0%,nt,-25,-1
COc1cccc(CC(NC(C)=O)C(=O)NC2CCN(C(=O)c3ccc(Cl)cc3)CC2)c1OC (stereo unspecified),-12%,45%[activator],8%,nt,-3,-5
COc1ccccc1-c1cc(C(=O)Nc2cccnc2)no1,192%[activator],?,-25%,0%,48*,25*
CCCn1c(=O)c2ccccc2n2c(SCC(=O)c3ccc(F)cc3)nnc12,17%,?,11%,13%,-18,-1
O=C(CCN1C(=O)c2ccccc2S1(=O)=O)NCc1ccco1,18%,12µM*,-2%,2%,-33,-1
C=CCN1C(=O)/C(=C/c2ccc(Br)s2)C(=O)NC1=S,53%[activator],37%[activator],11%,15%,nt,-3
CCOc1cc(S(=O)(=O)N2CCC(Cc3ccccc3)CC2)c(OCC)cc1-n1cnnn1,13µM*,?,?,-9%,-14,3
Cc1cc(C)cc(N2C(=O)NC(=O)/C(=C\c3cc(C)n(C)c3C)C2=O)c1,9%,2%,-1%,-1%,29,1
Oc1cc(NCc2cccnc2)ccc1-c1nc2ccccc2o1,-32%,nt,?,-5%,84*,53*
COC(=O)[C@@H]1C[C@H]1[C@@H](NP(=O)(c1ccccc1)c1ccccc1)c1ccccc1,-9%,?,0%[8.37 µM],8%&11%,-8,-1

# In the list so far, 2 contain a thiophene ring, fused or not:
SMILES,Pf growth 48h,Pf growth 96h,HCV inhibitor,Giardia FBPA inh,Shiga inhibitor,Cycloheximide cs
CCOC(=O)c1c(NC(=O)CNC2CCCc3ccccc32)sc(C(N)=O)c1C (stereo unspecified),-19%,?,-25%,8%,-9,10
C=CCN1C(=O)/C(=C/c2ccc(Br)s2)C(=O)NC1=S,53%[activator],37%[activator],11%,15%,nt,-3

# (more compounds)
SMILES,Pf growth 48h,Pf growth 96h,HCV inhibitor,Giardia FBPA inh,Shiga inhibitor,Cycloheximide cs
FC(F)(F)c1cnc(C(c2ccccn2)c2ncn[nH]2)c(Cl)c1 (stereo unspecified),12µM*,?,-5%,?,20,-1
N=C1c2ccccc2CN1NC(=O)c1ccc(F)cc1,2%,34%[activator],4%,1%,-5,-3
CC(=O)N1C(=O)NC(c2ccccc2)=C([N+](=O)[O-])C1c1ccccc1 (stereo unspecified),-14%,?,24%,-7%,-3,-1
COc1nc(/C(N)=N/O)nc(N2CCCCC2)n1,-9%,-8%,2%,?,-14,2
O=C(CN(c1ccccc1)S(=O)(=O)c1ccccc1[N+](=O)[O-])NN=C1CCCCCCC1,?,-19%,-2%,-1%,21,-2
COc1cc(C(C)C)c2c(c1)S(=O)(=O)N(COc1cc(=O)n3cccc(OCCN4CCCCC4)c3n1)C2=O,nt,nt,nt,2%,-17,-9
O=C(COc1cccc2ccccc12)N/N=C/c1ccncc1,-34%,6%,-2%,-29%,-9,-3
CNc1nc(-c2ccccc2)nc(-c2ccccc2)c1C#N,18%,-3%,-4%,13%,13,-2
C=CCn1c(=O)/c(=C/c2ccc(O)cc2)s/c1=C(/C#N)c1nnc2n1CCCCC2,?,?,-23%&0%,-4%,13,-2
O=[N+]([O-])c1cccnc1Sc1ccc(Cl)cc1,nt,10%,3%,3%,24,-7
Cc1ccc(NC(=O)Nc2ccon2)cc1,67%[activator],56%[activator],1%,1%,66*,40*
CC(=O)c1cn(C)c(=O)n(C)c1=O,-18%,7%,0%,4%,-12,-4
Cc1ccc(NC(=O)Nc2cnccn2)cc1Cl,43%[activator],13%,21%,4%,70*,23*
CCOC(=O)c1cc(CC)sc1NC(=O)COC,0%,-17%,?,4%,-11,0
OC1(c2cccc(C(F)(F)F)c2)CCN(CCN2CCCCC2)CC1,?,51%[activator],?,0%,-5,-3
CCN(CC)/C(=N/S(=O)(=O)c1ccc(C)cc1)c1ccccc1,nt,88%[activator],13%,4%,-6,-4
CC1=C(C(=O)Nc2ccccc2)C(c2ccccc2[N+](=O)[O-])NC(=O)N1 (stereo unspecified),47%[activator],?,10%,-18%,37,17*
CCOc1ccc(NC(=O)c2ccc(NC(=O)COC(=O)Cc3ccccc3)cc2)cc1,48%[activator],76%[activator],-3%,0%,50*,40*
OCc1nc2ccc(Cl)cc2[nH]1,3%,24%,23%,0%,-5,-2
CN(C)C(=C(C#N)C#N)N1CCN(c2ccc(Cl)cc2)CC1,18%,-8%,3%,4%,-10,-4
O=C1CC(c2ccccc2)CC(O)=C1C=NC1CCCC1 (stereo unspecified),?,-6%,10%,-1%,-4,-1
Cc1ccc(S(=O)(=O)N(CC(=O)NCCSc2ccccn2)c2cc(C)cc(C)c2)cc1,?,?,?,nt,-20,-4
CC(=O)N1N=C(c2c(-c3ccccc3)c3cc(C)ccc3[nH]c2=O)CC1c1ccco1 (stereo unspecified),15µM*,5.2µM*,?,5%,-10,-5
CC(C)c1onc(C(=O)NC2CCCC2)c1[N+](=O)[O-],?,?,15%,-1%,-5,7
Cc1ccccc1OCCC(=O)Nc1ccccc1C(=O)NC1CC1,?,8%,-20%,nt,nt,nt
NC(=O)[C@@H]1CCCCNc2c(I)cc([N+](=O)[O-])cc2C(=O)N[C@@H](CCC(=O)O)C(=O)N[C@@H](CO)C(=O)N1,2%,12%,14%,-7%,-23,-6
CCOC(=O)C1C(=O)N(C(=O)c2cncc(Br)c2)CC1c1ccccc1 (stereo unspecified),-1%,-13%,8%,-1%,-11,-2
COc1cc(NC(=S)Nc2cccc(Cl)c2Cl)c(OC)cc1Cl,?,2.9µM*,-15%,-13%,-24,-2
CC(C)OP(=O)(OC(C)C)C(NC(=O)c1ccccc1)C(N)=O (stereo unspecified),1%,10%,10%,4%,-22,-1
Cc1nn(CCC(=O)N2CCN(S(=O)(=O)c3ccc(Cl)cc3)CC2)c(C)c1C,-25%,?,3%,8%,-11,-6
CCOc1[nH]n(-c2ccc(Cl)cc2)c(=O)c1C=NCc1cccnc1,?,?,6%,3%,-5,4
O=C(COC(=O)c1ccc(NC(=O)C2CC=CCC2C(=O)O)cc1)c1ccccc1 (stereo unspecified),18%,-23%,4%,4%,75*,36*
COc1cccc(NC(=O)CN(C)C(=O)CCc2nc3sc4c(c3c(=O)[nH]2)CCCC4)c1,-22%,?,0%,nt,-28,-4
COc1ccc(-c2cc(C(=O)Nc3cccc(C(C)=O)c3)no2)cc1,nt,nt,19%,0%,-6,7
CC(C)c1nc(Cl)c(C#N)c2c1COC(C)(C)C2,2%,9%,3%,7%,-2,-5
Cc1cc(C)cc(NC(=O)CSc2nc(CSc3ccc(Cl)cc3)cc(=O)[nH]2)c1,35%[activator],30%,22%,5%,-3,-2
CC1(C)CNC(=O)CC(C)(C)N1O,12%,nt,18%,-3%,-2,-3
c1ccc(N2CCN(c3nc4ccccc4[nH]3)CC2)nc1,155%[activator],59%[activator],15%,-1%,49*,22*
COc1ccc(CC(=O)NNC(=O)CSc2nnc(Cc3ccc(OC)cc3)n2-c2ccccc2)cc1,2%,5%,6%,24%,13,-2
COc1ccc(NC(=O)CN(C)C(=O)c2cccc(S(=O)(=O)Nc3ccc(F)cc3)c2)cc1,?,-15%,?,nt,nt,nt
O=C1CN(S(=O)(=O)c2cc(C(=O)O)ccc2Cl)c2ccccc2N1,10%,1%,11%,-14%,-6,-4
CCCCCCc1c(O)c2ccccc2[nH]c1=O,-5%,?,?,2%,19,-2
COc1ccc(NC(=O)CCC(=O)NCc2ccco2)c([N+](=O)[O-])c1,1%,129%[activator],7%,8%,3,4
CCOC(=O)c1[nH]cc(-c2ccccc2)c1N1CCOCC1,-13%,0%,-6%,4%,-9,-4
CN(c1ccccc1)S(=O)(=O)c1cccc(NC(=O)C2CC(=O)N(Cc3ccccc3)C2)c1 (stereo unspecified),?,?,13µM*,-3%,-4,-3
COc1ccc(/C=C2\N=C(c3c(-c4ccccc4)noc3C)OC2=O)cc1OC,34%[activator],?,24%,7%,-21,-1
CCOc1cccc(Oc2ccc(C(F)(F)F)cn2)c1,10%,nt,4%,-3%,-3,-2
COc1ccc(-c2csc(NC(=O)c3ccccc3NS(=O)(=O)c3ccc(C)cc3)n2)cc1,-4%,0%,5µM*,3%,-16,1
C/C(Cl)=C/Cc1c(C)[nH]c2c(ccc3ccccc32)c1=O,0.19µM*,-32%,?,5%,-3,2
CCN(CC)CCCNC(=S)N1CCN(c2nc3ccccc3n2CC)CC1,?,-24%,-22%,2%,3,1

# From PubChem BioAssay
